hiPSC survival: enhancers of single-cell hiPSC survival, primary screen, ATPlite luminescence. 100% = ROCK inhibitor wells, 0% = DMSO. survival enhancement, % at 20 µM. actives 0.044% (n = 360,000). AID 602274, 2012; in the data active = survival enhancement above about 18%;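 note: cells exposed to compounds for 16 hours before the ATP read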
NR2E3 ag-1: NR2E3 agonists in two-hybrid cells, primary screen, cell-based, luminescence, CHO-S, Gal4-NCOR/VP16-NR2E3; Photoreceptor-specific nuclear receptor (Homo sapiens), Q9Y5X4; actives 0.35% (n = 360,000); AID 602229, 2012; inhibition of corepressor binding, % at 3.98 µM; luciferase;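 active = inhibition above the mean of all tested compounds plus 3 SD, cut at about 70% in these data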;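 note: 0% = DMSO with NR2E3 transfected cells and 100% = cells lacking NR2E3 construct; higher means lower luciferase signal from less NR2E3 corepressor binding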
Target sequence (Q9Y5X4 whole entry, looked up, the tested form may be a part): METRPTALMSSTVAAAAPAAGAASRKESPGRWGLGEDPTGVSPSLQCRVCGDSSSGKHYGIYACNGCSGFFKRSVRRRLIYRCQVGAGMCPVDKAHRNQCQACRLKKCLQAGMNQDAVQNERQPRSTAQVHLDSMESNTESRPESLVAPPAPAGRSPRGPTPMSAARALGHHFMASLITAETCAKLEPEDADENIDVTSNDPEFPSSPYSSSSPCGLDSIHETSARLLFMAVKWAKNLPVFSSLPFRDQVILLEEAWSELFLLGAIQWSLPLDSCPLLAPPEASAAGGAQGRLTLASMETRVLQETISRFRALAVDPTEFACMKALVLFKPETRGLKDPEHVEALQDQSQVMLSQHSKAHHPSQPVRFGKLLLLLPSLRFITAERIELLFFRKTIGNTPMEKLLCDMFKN
Shn3 inh set2: reduction of Shn3 3'UTR firefly luciferase signal, primary screen, Schnurri-3 inhibitor project, cell-based, Clone20 osteoblasts, set 2; actives 0.52% (n = 360,000); Clone20 osteoblast Shn3 3'UTR firefly luciferase, 24 h; inhibition, % at 12.5 µM; AID 588674, 2011;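 active = mean inhibition of at least 75% with every replicate also reaching 75%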;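 note: 0% = median of neutral control wells and 100% = pilot-screen positive control compound; some compounds past the cut are filed as inactive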
NR2E3 ag-2: inhibitors of NR2E3-RetCOR corepressor binding, primary screen, NR2E3 agonist project, biochemical, TR-FRET, GST-NR2E3, biotin-RetCOR; 1536-well; AID 2300, 2010; inhibition of corepressor binding, % at 4.78 µM; actives 0.12% (n = 320,000);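 active = percent inhibition above the cutoff of mean plus 3 SD of all tested compounds, set per screening campaign, cut at about 20% in these data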;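 note: 0% = DMSO wells and 100% = biotin wells as full block of FRET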
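Material: NR2E3–RetCOR corepressor complex / Amount: 1.35 nM GST-NR2E3 / Medium: Tris pH 7.5 / Compound: single nominal compound dose of 4.8 µM / Incubation: 5 h at 4 °C / Technique: TR-FRET, Eu(K)-anti-GST donor, streptavidin-D2 acceptor, ex 340, em 617/671 nm / Read-out basis: percent loss of FRET ratio relative to control wells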
PDI inh: inhibitors of human PDI, primary screen, biochemical, turbidity, single point, plate reader; Protein disulfide-isomerase (Homo sapiens), P07237; PDI insulin aggregation turbidity, A650, 90 min; inhibition, % at 10 µM; actives 0.052% (n = 350,000); AID 588391, 2011;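 active = mean inhibition across replicates of 30% or more, whatever share of single replicates reach that level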;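 note: absorbance from insulin aggregation driven by PDI reduction with DTT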
Target sequence (P07237 whole entry, looked up): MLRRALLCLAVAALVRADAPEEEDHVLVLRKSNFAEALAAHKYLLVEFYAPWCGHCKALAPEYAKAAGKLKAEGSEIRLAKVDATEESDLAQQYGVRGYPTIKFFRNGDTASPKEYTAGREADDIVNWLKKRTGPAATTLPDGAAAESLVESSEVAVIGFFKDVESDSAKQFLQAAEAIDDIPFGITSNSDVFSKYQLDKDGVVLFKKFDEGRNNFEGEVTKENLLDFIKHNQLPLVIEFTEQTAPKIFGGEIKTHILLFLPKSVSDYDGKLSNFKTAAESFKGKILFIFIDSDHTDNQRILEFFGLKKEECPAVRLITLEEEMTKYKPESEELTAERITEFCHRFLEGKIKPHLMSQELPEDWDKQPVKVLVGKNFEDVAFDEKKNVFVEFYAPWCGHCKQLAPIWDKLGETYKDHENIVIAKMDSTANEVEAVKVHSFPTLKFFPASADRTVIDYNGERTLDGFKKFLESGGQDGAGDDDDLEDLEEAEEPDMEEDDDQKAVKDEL
Cardio protect: cardioprotection against H2O2-induced cell death, primary screen, uHTS, H9c2 cells, ATPLite luminescence; protection from H2O2 cell death, % at 20 µM; H9c2 cardiomyocytes, H2O2 injury protection, 2 h; actives 0.63% (n = 360,000); AID 588492, 2011;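 active = compounds giving at least 50% protection of heart cells from peroxide-induced death in the single-dose screen, raw or plate-pattern-corrected value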;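 note: 0% = DMSO wells with peroxide and 100% = DMSO wells without peroxide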
CaV13 FRET inh: Primary screen for inhibitors of IQ motif and Ca2+-dependent inactivation inhibitor domain binding in CACNA1D, Förster resonance energy transfer in living cells, … | actives 0.098% (n = 340,000) | HEK cells, CFP/YFP FRET ICDI-IQ, plate reader, 10 min; percent FRET-ratio fall versus neutral wells | AID 743397 | inhibition, % at 12.3 µM;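 active = mean replicate inhibition of at least 30% and at least 1% of replicates passing that level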;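 note: 0% = median of the neutral control wells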
HTR2A ag: mouse Htr2a agonists via beta-arrestin recruitment, primary screen, cell-based, luminescence. 5-hydroxytryptamine receptor 2A (Mus musculus), P35363. activation, % at 7.6 µM. CHO-K1 mHTR2A beta-arrestin complementation; percent of 30 µM serotonin response. actives 0.66% (n = 360,000). AID 624169, 2012;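 active = activation above a run cutoff, the mean activation of all tested compounds plus 3 SD, cut at about 14% in these data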;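 note: 0% = plate median of compound wells and 100% = 30 µM serotonin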
HIF-2a inh: HIF-2a reporter inhibitors, primary screen, luminescence, 786-0 RCC cells; inhibition, % at 18.8 µM; actives 0.72% (n = 360,000); 786-0 RCC cells HIF-2a reporter, luciferase luminescence, overnight;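 active = inhibition of the luminescence signal of 40% or more relative to plate controls, in a single-dose primary screen at 18.75 µM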
MITF TRPM1 inh: inhibitors of MITF-dependent TRPM1 promoter reporter, primary screen, cell-based, SK-MEL-5, single point, luciferase; SK-MEL-5 TRPM1 promoter luciferase, 24 h; inhibition, % at 12.5 µM; actives 0.83% (n = 330,000); AID 488899, 2010;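 active = mean inhibition across replicates of 60% or more, whatever share of single replicates reaches that level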; note: values of inactives mirror those of a sister screen read the other way
Peg3 promoter: Peg3 promoter-driven luciferase inhibitors, primary screen, cell-based, HeLa, luciferase luminescence; HeLa PEG-Prom luciferase reporter, overnight; inhibition, % at 20 µM; actives 1.7% (n = 360,000);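 active = inhibition of at least 50% at 20 µM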
* = called active by the depositor; · = not tested or not shown.

Start of the data: the first two compounds as a preview:
1: CCN1CCCC1Cn1cnc2c([nH]c3ccc(C)cc32)c1=O (stereo unspecified)
2: O=C(NCc1ccco1)C(=O)c1cn(CC(=O)N2CCCCC2)c2ccccc12
Screen / compound no.	1	2
hiPSC survival	-1.7	-0.4
NR2E3 ag-1	-1	2
Shn3 inh set2	-2	18
NR2E3 ag-2	1	4
PDI inh	13	0
Cardio protect	5	-1
CaV13 FRET inh	-3	3
HTR2A ag	-3	-1
HIF-2a inh	-20	6
MITF TRPM1 inh	0	2
Peg3 promoter	-37	-8

The listing (from the top)
1: CCN1CCCC1Cn1cnc2c([nH]c3ccc(C)cc32)c1=O (stereo unspecified)
2: O=C(NCc1ccco1)C(=O)c1cn(CC(=O)N2CCCCC2)c2ccccc12
3: Nn1c(SC/C=C/c2ccccc2)nnc1-c1ccco1
4: COCC(C)NS(=O)(=O)c1ccc(OC)cc1 (stereo unspecified)
5: Cn1c(=O)c2ncn(CC(=O)NCCOc3ccc(C(C)(C)C)cc3)c2n(C)c1=O
Screen / compound no.	1	2	3	4	5
hiPSC survival	-1.7	-0.4	-1.4	0.9	0.8
NR2E3 ag-1	-1	2	3	-5	-12
Shn3 inh set2	-2	18	2	10	-1
NR2E3 ag-2	1	4	-5	-3	·
PDI inh	13	0	5	0	-3
Cardio protect	5	-1	7	3	4
CaV13 FRET inh	-3	3	-12	-4	0
HTR2A ag	-3	-1	2	-1	-1
HIF-2a inh	-20	6	-2	18	20
MITF TRPM1 inh	0	2	8	4	13
Peg3 promoter	-37	-8	-2	7	8

6: O=C(c1cc(S(=O)(=O)N2CCN(c3ccccc3)CC2)ccc1Cl)N1CCCC(C(F)(F)F)C1 (stereo unspecified)
7: CCCCN(C(=O)c1[nH]c(C)c(C(C)=O)c1C)c1c(N)n(CCCC)c(=O)[nH]c1=O
8: CCN(CC)S(=O)(=O)c1cccc(-c2nnc(SCC(N)=O)n2C)c1
9: Cc1c(-c2nc(N)nc(Nc3ccccc3F)n2)oc2ccccc12
10: Cc1oc(-c2ccccc2)cc1C(=O)Nc1cccc(/C=C/C(=O)O)c1
Screen / compound no.	6	7	8	9	10
hiPSC survival	-0.2	0.0	-0.5	-0.2	-2.1
NR2E3 ag-1	82*	-11	-4	-115	-32
Shn3 inh set2	58	11	13	-99	-17
NR2E3 ag-2	2	-2	-1	-2	·
PDI inh	20	5	-4	6	-1
Cardio protect	-28	-3	-1	4	-4
CaV13 FRET inh	-6	-6	-4	-4	-5
HTR2A ag	-4	-5	8	8	1
HIF-2a inh	-2	12	10	-308	-17
MITF TRPM1 inh	19	-4	11	-117	5
Peg3 promoter	2	-11	7	-228	-16

11: COc1ccccc1C1=NC(c2ccccc2)CN1c1ccccc1 (stereo unspecified)
12: COCCCNS(=O)(=O)c1ccc2[nH]c3c(c2c1)CCCCC3
13: O=C(Nc1cccnc1)c1ccc(F)cc1
14: Cc1onc(-c2ccccc2)c1C(=O)Nc1nnc(-c2ccncc2)s1
15: O=C(N/N=C/c1ccccc1OC(=O)c1ccc2c(c1)OCO2)c1ccccc1
Screen / compound no.	11	12	13	14	15
hiPSC survival	-0.3	0.0	3.0	-2.2	1.4
NR2E3 ag-1	-15	0	-27	24	-101
Shn3 inh set2	-9	28	6	1	-19
NR2E3 ag-2	1	3	0	5	-1
PDI inh	7	-43	-2	-5	-1
Cardio protect	-4	-9	10	-5	-2
CaV13 FRET inh	-5	-19	-5	-9	-2
HTR2A ag	-6	-5	3	3	1
HIF-2a inh	-8	6	-18	1	-169
MITF TRPM1 inh	-3	2	-14	-3	-9
Peg3 promoter	-12	9	-15	17	-148

16: Cc1cc(C(=O)OCC(=O)NC(C)c2ccccc2)c(C)o1 (stereo unspecified)
17: C[C@@H]1CN([C@@H](C)CO)C(=O)c2c(c3ccccc3n2C)-c2ccccc2CO[C@H]1CN(C)C(=O)C1CC1
18: COc1ccccc1N1CCN(CCN2C(=O)CC3(CCCC3)CC2=O)CC1
19: CC(=O)n1cc(/C=N/NC(=O)c2ccc([N+](=O)[O-])cc2)c2ccccc21
20: CCOC(=O)C[C@H]1c2ccccc2S(=O)(=O)N1Cc1cccc(C(F)(F)F)c1
Screen / compound no.	16	17	18	19	20
hiPSC survival	-0.7	1.4	1.5	-0.4	-2.7
NR2E3 ag-1	-3	-3	-25	-10	10
Shn3 inh set2	2	8	15	-9	2
NR2E3 ag-2	4	·	3	1	1
PDI inh	5	1	4	-2	-1
Cardio protect	8	4	-3	11	-4
CaV13 FRET inh	-6	-3	-6	-19	-11
HTR2A ag	3	0	-6	-11	7
HIF-2a inh	2	-1	7	-172	8
MITF TRPM1 inh	10	·	-7	-16	-20
Peg3 promoter	8	2	7	-93	-4

21: CSc1ncnc2c1ncn2CC(=O)C1CCC2C3CCC4=CC(=O)CCC4(C)C3CCC12C (stereo unspecified)
22: COc1ccccc1NC(=O)CSc1nnc(CNC(=O)c2ccco2)n1C
23: COc1ccc(C(=O)NNC(=S)Nc2ccccc2)cc1
24: O=C(NC1(C(F)(F)F)C(=O)Nc2c1c(=O)[nH]c(=O)n2Cc1ccco1)C1CCCCC1 (stereo unspecified)
25: CCC(Oc1ccccc1)C(=O)Nc1ccccc1C(=O)N1CCCCC1 (stereo unspecified)
Screen / compound no.	21	22	23	24	25
hiPSC survival	1.1	-0.4	-0.5	1.8	0.0
NR2E3 ag-1	-13	2	-117	-28	2
Shn3 inh set2	12	5	-72	-7	-4
NR2E3 ag-2	·	-1	-3	-3	4
PDI inh	1	0	1	3	-7
Cardio protect	-3	-7	-19	12	50*
CaV13 FRET inh	-5	-4	-5	·	-8
HTR2A ag	2	-1	1	-7	5
HIF-2a inh	-4	12	-224	14	-3
MITF TRPM1 inh	46	-8	-84	11	4
Peg3 promoter	105*	3	-220	-1	34

26: Cc1cc([N+](=O)[O-])ccc1NCc1ccco1
27: CCc1nc2oc3ccccc3c(=O)c2c(=O)n1Cc1ccc(OC)cc1
28: COc1ncc(-c2ccc3c(c2)S(=O)(=O)c2cccc(C(=O)NCc4ccco4)c2C3=O)cn1
29: O=C(CNC(=S)N(Cc1ccccc1F)C1CCCCC1)NCCN1CCOCC1
30: Cc1cc(-c2ccccc2)[nH]c(=O)c1S(=O)(=O)c1ccccc1
Screen / compound no.	26	27	28	29	30
hiPSC survival	0.6	3.3	1.6	0.1	4.9
NR2E3 ag-1	9	-8	-16	-15	11
Shn3 inh set2	-7	-1	-8	-9	10
NR2E3 ag-2	2	-1	1	-1	-4
PDI inh	-3	5	7	-6	3
Cardio protect	-3	-9	36	-2	-14
CaV13 FRET inh	0	-5	-12	-1	·
HTR2A ag	-6	1	1	-2	3
HIF-2a inh	-6	0	4	7	11
MITF TRPM1 inh	0	0	14	-9	2
Peg3 promoter	-21	2	25	10	-12

31: CCC(CC)C(=O)NCCc1cc2c(C)ccc(C)c2[nH]c1=O
32: Cc1cc(=O)c2ccc3ccccc3c2[nH]1
33: Cc1ccc(-c2nnc(NC(=O)C3=COCCO3)o2)c(C)c1
34: O=C(O)COc1ccc(/C=C/c2nc(-c3ccccc3O)n[nH]2)cc1
35: Cc1cccc(C)c1NC(=O)N1CCN(C2CCCCC2)CC1
Screen / compound no.	31	32	33	34	35
hiPSC survival	-1.4	2.5	-0.4	1.0	3.5
NR2E3 ag-1	3	-20	-19	-27	-13
Shn3 inh set2	-5	23	-14	0	13
NR2E3 ag-2	3	0	-2	-1	0
PDI inh	-3	5	-5	2	-2
Cardio protect	3	10	-1	9	-1
CaV13 FRET inh	-5	·	-13	-19	-5
HTR2A ag	-2	-8	-13	0	2
HIF-2a inh	3	15	-88	17	11
MITF TRPM1 inh	·	-17	-8	5	22
Peg3 promoter	-7	23	-48	4	7

36: CCc1ccc(-c2nnn(Cc3nc4ccccc4s3)n2)cc1
37: Oc1ccc(N=Nc2n[nH]c(-c3ccccc3)n2)cc1
38: Cc1ccccc1Oc1ncnc2sccc12
39: COc1cccc(-c2nc(CS(=O)CC(=O)NC3CCCC3)c(C)o2)c1 (stereo unspecified)
40: COC(=O)C1C(=O)C2=C(CC1C)NC(=O)CC2c1cccc(C)c1 (stereo unspecified)
41: CSc1cccc(NC(=O)COC(=O)c2ccccn2)c1
42: COc1ccc(/C=C(\NC(=O)c2ccccc2)C(=O)NNC(=O)CCN2CCOCC2)cc1
Screen / compound no.	36	37	38	39	40	41	42
hiPSC survival	1.7	-0.4	0.8	1.1	-2.1	2.1	-0.5
NR2E3 ag-1	-35	-141	-17	-13	-3	-1	-20
Shn3 inh set2	-2	-85	4	3	-1	-10	-21
NR2E3 ag-2	1	-4	0	1	-6	1	-1
PDI inh	11	1	-2	·	-1	6	6
Cardio protect	-18	-8	-3	-4	-2	6	5
CaV13 FRET inh	-5	-10	-5	-9	0	-4	-7
HTR2A ag	0	0	-1	3	1	3	1
HIF-2a inh	-137	-174	13	10	24	8	12
MITF TRPM1 inh	1	-47	-8	5	-14	-3	·
Peg3 promoter	-52	-131	10	10	15	4	1

Quoted from above, entries 37–41
37: Oc1ccc(N=Nc2n[nH]c(-c3ccccc3)n2)cc1
38: Cc1ccccc1Oc1ncnc2sccc12
39: COc1cccc(-c2nc(CS(=O)CC(=O)NC3CCCC3)c(C)o2)c1 (stereo unspecified)
40: COC(=O)C1C(=O)C2=C(CC1C)NC(=O)CC2c1cccc(C)c1 (stereo unspecified)
41: CSc1cccc(NC(=O)COC(=O)c2ccccn2)c1
Screen / compound no.	37	38	39	40	41
hiPSC survival	-0.4	0.8	1.1	-2.1	2.1
NR2E3 ag-1	-141	-17	-13	-3	-1
Shn3 inh set2	-85	4	3	-1	-10
NR2E3 ag-2	-4	0	1	-6	1
PDI inh	1	-2	·	-1	6
Cardio protect	-8	-3	-4	-2	6
CaV13 FRET inh	-10	-5	-9	0	-4
HTR2A ag	0	-1	3	1	3
HIF-2a inh	-174	13	10	24	8
MITF TRPM1 inh	-47	-8	5	-14	-3
Peg3 promoter	-131	10	10	15	4

Assay outcomes as filed in PubChem.
